# Pol beta inh = DNA polymerase beta (human) inhibition; P06746; Pol beta primer extension/strand displacement, fluorescence kinetic; Potency, µM (series often up to 114 µM), for inactives: at the highest dose activity change, negative = inhibition, hits mostly inhibitors; actives 1.3% (n = 340,000); AID 485314; further: on the % scale 0 is the no-effect control and ±100 the full control effect
#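 10 nM enzyme + cpd, 15 min RT; start with substrate 50 nM final; read 0 min and after 10 min RT. Corrected, normalized data; 4-parameter Hill curve fit.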
# Pol iota inh = DNA polymerase iota (human) inhibition; Q9UNA4; Pol iota fluorescent replication assay, 10 min; Potency, µM (highest dose often 115 µM), inactives show top-dose activity, negative = inhibition, usual class: inhibitors; actives 1% (n = 390,000)
#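 Pol iota at 10 nM preincubated 15 min with compounds at room temperature; reaction started with fluorescent substrate, 50 nM final. Fluorescence read kinetically at 0 and 10 min; buffer-only wells as negative control.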
# BAZ2B inh = inhibitors of human BAZ2B bromodomain; AID 504333; Potency, µM (doses to about 114 µM), without a hit: top-dose activity change, negative = inhibition, usual class: inhibitors; AlphaScreen BAZ2B-H3K14Ac peptide displacement; actives 4.4% (n = 360,000); Q9UIF8; further: on the % scale 0 is the no-effect control and ±100 the full control effect; nearly all actives have a fitted effect of over 60% in size
#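 AlphaScreen displacement of biotin-H3(5-23)K14Ac peptide (50 nM final) from BAZ2B (50 nM final) in PBS pH 7.4, 0.01% Tween-20; complex preformed 30 min RT, then compounds (top 110 uM) 30 min RT, beads 20 min dark.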
# BLM inh = inhibitors of human Bloom syndrome helicase BLM; Potency, µM (series often up to 56.1 µM), without a hit: at the highest dose activity change, negative = inhibition, hits mostly inhibitors; recombinant BLM DNA unwinding, fluorescence dequenching; P54132; actives 0.2% (n = 350,000);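 further: plate controls were vehicle for no effect and no enzyme for full effect; nearly all actives have a fitted effect of over 35% in size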
# Anesthetic bind = candidate novel general anesthetic via apoferritin binding | P02791 | Potency, µM (highest dose often 77.5 µM), inactives show top-dose activity change, negative = displacement, most hits filed as inhibitors | apoferritin/1-aminoanthracene competitive binding, fluorescence | AID 485281 | actives 0.074% (n = 350,000); further: on the % scale 0 is the no-effect control and ±100 the full control effect; nearly all actives have a fitted effect of over 20% in size
#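 Horse-spleen apoferritin (10 uM) in 50% saturated 1-aminoanthracene in PBS was incubated 10 min at room temperature with compound. Fluorescence (ex 380, em 535 nm) was normalized to free and bound 1-AMA, with concentration-response fitted by a four-parameter Hill equation.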
# APEX1 inh = inhibitors of human APE1 endonuclease; P27695; recombinant APE1, TAMRA/BHQ-2 abasic DNA cleavage fluorescence; Potency, µM (titrated, usually from 65.8 µM), inactives show top-dose activity change, negative = inhibition, actives largely listed as inhibitors; actives 0.35% (n = 350,000);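 further: plate controls were vehicle for no effect and reference inhibitor for full effect; nearly all actives have a fitted effect of over 55% in size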
# Target sequence (P27695 whole entry, looked up): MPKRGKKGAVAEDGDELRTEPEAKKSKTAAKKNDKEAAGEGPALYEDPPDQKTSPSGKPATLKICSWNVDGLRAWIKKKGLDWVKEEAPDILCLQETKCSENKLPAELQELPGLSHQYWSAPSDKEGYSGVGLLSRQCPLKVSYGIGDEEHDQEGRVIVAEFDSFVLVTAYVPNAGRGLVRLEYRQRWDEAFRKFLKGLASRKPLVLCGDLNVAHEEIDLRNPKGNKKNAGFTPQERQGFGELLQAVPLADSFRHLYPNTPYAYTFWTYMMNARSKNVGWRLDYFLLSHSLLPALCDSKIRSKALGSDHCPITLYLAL
#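 Incision of a quenched TAMRA/BHQ-2 THF abasic-site duplex (50 nM) by 0.75 nM APE1, after 15 min compound preincubation, measured as fluorescence increase over three 60 s reads. Values normalized to buffer, DMSO and NSC13755 control wells.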
# G9a inh = G9a (human) methyltransferase inhibition; actives 8.8% (n = 350,000); G9a H3K9 monomethylation, AlphaScreen, 2 h; Q96KQ7; Potency, µM (series often up to 102 µM), without a hit: top-dose activity, negative = inhibition, usual class: inhibitors; AID 504332; further: on the % scale 0 is the no-effect control and ±100 the full control effect; nearly all actives have a fitted effect of over 75% in size
#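 Signal arises when biotinylated H3K9 peptide, once monomethylated, bridges streptavidin donor and antibody-captured acceptor beads. Enzyme at 20 nM was preincubated 15 min with test compounds; peptide 500 nM and SAM 20 uM then reacted for 2 h.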
# POLH inh = DNA polymerase eta (human) inhibition; recombinant Pol eta, fluorescent DNA replication assay; actives 1.2% (n = 390,000); Potency, µM (doses to about 114 µM), for the others: at the highest dose activity change, negative = inhibition, most hits filed as inhibitors; Q9Y253; further: on the % scale 0 is the no-effect control and ±100 the full control effect
# Target sequence (Q9Y253 whole entry, looked up): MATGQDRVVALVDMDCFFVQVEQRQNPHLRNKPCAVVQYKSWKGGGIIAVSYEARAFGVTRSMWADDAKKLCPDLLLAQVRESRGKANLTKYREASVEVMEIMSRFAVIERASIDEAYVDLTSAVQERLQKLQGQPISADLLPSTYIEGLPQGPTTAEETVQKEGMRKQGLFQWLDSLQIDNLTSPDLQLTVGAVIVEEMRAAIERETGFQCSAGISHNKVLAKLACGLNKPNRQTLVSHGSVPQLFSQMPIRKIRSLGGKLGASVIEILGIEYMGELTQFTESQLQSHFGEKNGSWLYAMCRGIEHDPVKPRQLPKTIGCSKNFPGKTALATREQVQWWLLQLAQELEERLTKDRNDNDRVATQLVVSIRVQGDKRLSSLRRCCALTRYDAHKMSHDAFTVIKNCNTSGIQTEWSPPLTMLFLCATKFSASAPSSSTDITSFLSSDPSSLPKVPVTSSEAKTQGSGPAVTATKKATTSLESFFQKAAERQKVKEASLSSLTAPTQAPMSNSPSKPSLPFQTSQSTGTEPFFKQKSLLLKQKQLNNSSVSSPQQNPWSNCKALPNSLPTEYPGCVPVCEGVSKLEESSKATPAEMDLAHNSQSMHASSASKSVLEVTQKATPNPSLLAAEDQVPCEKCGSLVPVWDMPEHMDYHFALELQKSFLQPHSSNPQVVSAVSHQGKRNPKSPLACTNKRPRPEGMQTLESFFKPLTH
#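 Pol eta (10 nM) was preincubated with compounds for 15 min at room temperature, after which fluorescent replication substrate (50 nM final) was added to start the reaction. Fluorescence was read kinetically at 0 and 10 min.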
# POLK inh = DNA polymerase kappa (human) inhibition. Q9UBT6. purified Pol kappa, fluorescent DNA synthesis assay, 10 min. AID 588579. actives 0.53% (n = 400,000). Potency, µM (titrated, usually from 107 µM), for inactives: at the top dose activity, negative = inhibition, usual class: inhibitors; further: on the % scale 0 is the no-effect control and ±100 the full control effect
#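 50 nM final substrate added after 15 min RT preincubation of 10 nM Pol kappa with compound; fluorescence read at 0 and 10 min.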
# Starred values were filed as active, the others as inactive; ? = inconclusive; · = no result given; & = joins results of further samples; [ ] = another dose, or the depositor's remark. The call rests on the fitted dose curve; in most records, active means well fitted curve in the direction sought with a large enough effect; inconclusive means small, poorly fitted or top-dose-only effect, or another doubt; inactive means no such curve, though single readings can be large; an effect the other way counts as inactive or inconclusive. Potency means the concentration at half of the fitted maximal effect.
# Results follow in this order: Pol beta inh | Pol iota inh | BAZ2B inh | BLM inh | Anesthetic bind | APEX1 inh | G9a inh | POLH inh | POLK inh
CC1CCCCC1NC(=O)CSc1nnc(-c2ccccc2)n1N (centres undefined)
→ 6% | 7% | 6% | -3% | -21% | -5% | 9% | -2% | -9%
Cc1nn(CC(=O)c2cccc(Cl)c2)c(C)c1[N+](=O)[O-]
→ 0% | -30% | -9% | -4% | -22% | 0% | -1% | -14% | -2%
Cn1cccc1C(=O)NC(=O)COC(=O)CNC(=O)c1ccc(Cl)cc1Cl
→ -1% | 115%[activator] | 19% | -2% | ? | 8% | ? | -16% | -7%
COc1ccc(OC)c(/C=N/NC(=O)c2ccncc2)c1
→ 9% | 111%[activator] | 10% | 3% | -5% | -7% | -7%[0.501 µM] | 4% | -4%
CN1c2ccccc2Oc2nnc(Cl)cc21
→ 10% | -15% | -10% | 2% | 137%[activator] | -1% | 7% | 0% | -3%
COc1ccccc1Nc1cc(C)nc2c(C)ccc([N+](=O)[O-])c12
→ 14% | 7% | 11µM* | -6% | 4% | -6% | 25µM* | -7% | -8%
COc1ccc([N+](=O)[O-])cc1NC(=O)CSCc1ccccc1C
→ 9% | 6% | -7% | -4% | ? | -1% | 19%[59 µM] | -21% | -11%
CC(Sc1ccc2ccccc2c1)C(=O)NC(N)=O (centres undefined)
→ -1% | 44%[activator] | -10% | -3% | ? | 2% | -2% | -11% | 2%
COc1cc(CNCc2ccccn2)ccc1OCc1ccc(Cl)cc1Cl
→ 11% | 1% | ? | -8% | 20µM* | -1% | 40%[12.7 µM] | -11% | -9%
CC(C)=N/N=C1/NC(=O)C(Cc2ccccc2)S1 (centres undefined)
→ 37% | 3% | 0% | 2% | -6% | 15% | 30% | 2% | -16%
O=C(NCC1CCCO1)c1cn(-c2ccccc2)nc1-c1ccccc1 (centres undefined)
→ 30% | 29% | -2% | -1% | -3% | 9% | · | -14% | 10%
O=C1c2ccccc2NC2(CCCC2)N1O
→ 0% | 13% | -29% | -2% | -8% | -1% | 35µM* | -12% | 0%
CCOC(=O)c1ccc(NC(=O)c2ccc(NS(C)(=O)=O)cc2)cc1
→ 2% | 25% | -1% | -1% | -11% | 0% | 23%[12.7 µM] | 0% | 3%
CC(CC12CC3CC(CC(C3)C1)C2)NCc1ccccc1O (centres undefined)
→ 3% | 21% | -1% | -3% | -24% | 0% | 18%[0.501 µM] | -17% | -5%
Oc1ccccc1CN1CCC(C(O)(c2ccccc2)c2ccccc2)CC1
→ -16% | 8% | -38% | -2% | -6% | 1% | 8.9µM* | -19% | -13%
O=C(N/N=C/c1ccc2c(c1)OCO2)c1ccc(Br)o1
→ ? | -20% | 79µM* | ? | 5% | 1% | ? | ? | -13%
CC(/C=C/c1cccc(Oc2ccc(F)cc2)c1)N(O)C(N)=O (centres undefined)
→ -15%[57.1 µM] | -16%[58.9 µM] | · | · | -17% | 3%&-3% | 9%[59 µM] | -6%[57.1 µM] | 0%[60.1 µM]
CCOC(=O)N1CCN(c2ncnc3c2[nH]c2ccc(OC)cc23)CC1
→ 8% | 1% | 4% | 3% | 2% | -5% | 15%[2.33 µM] | -3% | -7%
O=C(CN(Cc1ccccc1)C(=O)c1csnn1)NCc1ccc2c(c1)OCO2
→ 24% | 117%[activator] | 9% | -3% | 1% | -18% | 30% | -3% | 0%
COc1ccc(C(=O)N2CCC3(CCN(Cc4ccc(C#N)cc4)CC3)CC2)cc1
→ · | · | · | 5% | · | 6% | -5%[12.7 µM] | · | 0%[60.1 µM]

# Some of these compounds in order of their number in BAZ2B inh, falling.
SMILES | BAZ2B inh
O=C(CN(Cc1ccccc1)C(=O)c1csnn1)NCc1ccc2c(c1)OCO2 | 9%
CCOC(=O)N1CCN(c2ncnc3c2[nH]c2ccc(OC)cc23)CC1 | 4%
CC(Sc1ccc2ccccc2c1)C(=O)NC(N)=O (centres undefined) | -10%

# Additional records
# Results follow in this order: Pol beta inh | Pol iota inh | BAZ2B inh | BLM inh | Anesthetic bind | APEX1 inh | G9a inh | POLH inh | POLK inh
COc1ccccc1/C=C/C(=O)NC(=S)Nc1ccccn1
→ -16% | 20% | -31% | -15% | -10% | 23% | 7% | -10% | 10%
CC1(c2ccc(OC(F)F)cc2)NC(=O)N(CC(=O)Nc2ccc3[nH]c(=O)[nH]c3c2)C1=O (centres undefined)
→ · | -7% | -6% | · | · | -1% | 56µM* | -6% | -8%
CCOC(=O)N/N=C(\C)c1ccc(Br)cc1
→ 2% | 35%[activator] | 0% | -3% | -9% | -1% | 0%[12.7 µM] | -8% | -2%
CCCN(CCC)S(=O)(=O)c1cc2c3c(c1)CCN3C(=O)CC2
→ -2% | -22% | -4% | -2% | -18% | 3% | -3% | -7% | -15%
Cc1nc([N+](=O)[O-])c(Br)n1Cc1ccccc1
→ 2% | 5% | -2% | 4% | -4% | -2% | · | -15% | 0%
O=c1oc(/C=C/c2ccccc2)nc2sc3c(c12)CCC3
→ 28% | -3% | 1% | 1% | -9% | 2% | 17%[12.7 µM] | -13% | -2%
COc1ccc(C(=O)NCCn2cc(SCC(=O)Nc3cccc(C)c3)c3ccccc32)cc1
→ -3% | ? | 50µM* | -6% | 6% | · | -31%[59 µM] | -15% | -18%
Cn1c(CCN2CCOCC2)nc2cc(NC(=O)c3cccs3)ccc21
→ 0% | 25% | -3% | -1% | -2% | 2% | -4% | 4% | -12%
CC(C(=O)NCC1CCCCC1)N1CCc2ccccc2C1 (centres undefined)
→ 91% | 97%[activator] | -1% | 0% | -19% | -8% | -40% | -7% | 1%
Cc1ccc(OCC(=O)Nc2cccc(-c3nnc(-c4ccccc4)o3)c2)cc1
→ 6% | 18% | -5% | 4% | -4% | -3% | 25%[59 µM] | -14% | -3%
Cc1noc(C)c1COC(=O)C1COc2ccccc2O1 (centres undefined)
→ -3% | 6% | · | -1% | ? | 2% | -7%[59 µM] | 7% | -6%
Cc1[nH]c(=S)c(C#N)c(-c2ccco2)c1C(=O)N(C)C
→ 2% | 53%[activator] | -36% | -8% | -15% | -6% | 3.5µM* | 3% | -21%
CCOC(=O)/C(C#N)=C\c1c(C)cc(C)c(COC(C)=O)c1C
→ 16% | 8% | 6% | 2% | 4% | 5% | -4%[59 µM] | 3% | 1%
Cc1ccc(CNC(=O)C2CC(=O)N(c3ccc(OCC(=O)N4CCCC4)cc3)C2)cc1 (centres undefined)
→ 10% | 10% | 14% | 7% | 7% | 3% | -3%[59 µM] | 2% | 1%
Cc1ccc2c(CNCCc3ccccc3)c(C(=O)O)n(Cc3ccccc3C)c2c1
→ -2% | 7% | -9% | -3% | -10% | · | -36%[59 µM] | -6% | 0%
Cc1nc2c(-c3ccc(F)cc3)c(C)nn2c(C)c1CCC(=O)Nc1ccccc1
→ 16% | 12% | 1% | -8% | 0% | -5% | 2%[59 µM] | -20% | -7%
Clc1ccc(N/N=C/c2cccs2)nn1
→ -7% | 56%[activator] | 50µM* | -2% | -13% | -8% | 35µM* | -5% | -1%
Cc1ccc(S(=O)(=O)NCC(=O)OCC(=O)NC(=O)c2cccn2C)cc1
→ 35% | 46%[activator] | -6% | -5% | -16% | -4% | ? | 5% | -1%
C[C@@H]1NC(=O)c2cc([N+](=O)[O-])cc(I)c2NCCCC[C@@H](C(N)=O)NC(=O)[C@H](CC(N)=O)NC1=O
→ 13% | -36% | ? | -7% | -9% | -2% | 32µM* | ? | -13%
O=C(Nc1nc(-c2ccccn2)cs1)c1cc2ccccc2o1
→ 0% | 83%[activator] | 22µM* | -3% | -14% | -7% | -36% | -4% | -1%

# Shown with each value named: entries from further up
SMILES: Cc1ccc(CNC(=O)C2CC(=O)N(c3ccc(OCC(=O)N4CCCC4)cc3)C2)cc1 (centres undefined)
  Pol beta inh: 10% | Pol iota inh: 10% | BAZ2B inh: 14% | BLM inh: 7% | Anesthetic bind: 7% | APEX1 inh: 3% | G9a inh: -3%[59 µM] | POLH inh: 2% | POLK inh: 1%
SMILES: Cc1ccc2c(CNCCc3ccccc3)c(C(=O)O)n(Cc3ccccc3C)c2c1
  Pol beta inh: -2% | Pol iota inh: 7% | BAZ2B inh: -9% | BLM inh: -3% | Anesthetic bind: -10% | APEX1 inh: · | G9a inh: -36%[59 µM] | POLH inh: -6% | POLK inh: 0%
SMILES: Cc1nc2c(-c3ccc(F)cc3)c(C)nn2c(C)c1CCC(=O)Nc1ccccc1
  Pol beta inh: 16% | Pol iota inh: 12% | BAZ2B inh: 1% | BLM inh: -8% | Anesthetic bind: 0% | APEX1 inh: -5% | G9a inh: 2%[59 µM] | POLH inh: -20% | POLK inh: -7%
SMILES: Clc1ccc(N/N=C/c2cccs2)nn1
  Pol beta inh: -7% | Pol iota inh: 56%[activator] | BAZ2B inh: 50µM* | BLM inh: -2% | Anesthetic bind: -13% | APEX1 inh: -8% | G9a inh: 35µM* | POLH inh: -5% | POLK inh: -1%

# (listing goes on)
# Results follow in this order: Pol beta inh | Pol iota inh | BAZ2B inh | BLM inh | Anesthetic bind | APEX1 inh | G9a inh | POLH inh | POLK inh
Cc1ccc(NC(=O)c2nc[nH]c2C(=O)NCCCCNC(=O)c2[nH]cnc2C(=O)Nc2ccc(C)cc2)cc1
→ · | 25% | · | · | · | 4% | · | -14% | 3%
N/C(Cc1ccc(Cl)cc1Cl)=N\OC(=O)c1cccs1
→ -1% | 4% | 11% | -5% | -7% | 1% | 41%[59 µM] | -15% | -4%
Cc1ccccc1CSc1cn(CC(=O)N2CCCCCC2)c2ccccc12
→ -18% | 17% | -20% | -6% | 48%[activator] | · | 1%[59 µM] | -15% | -12%
S=C(NCCc1ccccc1)NC1CCC(NC(=S)NCCc2ccccc2)CC1 (centres undefined)
→ -22% | 41%[activator] | 0% | -4% | 1% | -2% | 28% | -18% | -3%
COc1ccccc1NC(=O)Cc1nnc(SCC(=O)NC2CCCCC2)n1C
→ 45% | 42%[activator] | -2% | -2% | -8% | -6% | 20% | -21% | -10%
CCCCCCN(C(=O)CCCCCN1C(=O)NC(c2ccc(-c3ccccc3)cc2)C(C(=O)OCc2ccccc2)=C1C)C(C(=O)NCCCC)c1ccc(OCC(=O)OC)c(C(=O)OC)c1 (centres undefined)
→ 3% | · | -12% | -3% | -1% | -3% | 18%[59 µM] | · | ·

# Screens as filed in PubChem.

# A portion of the library; count on the stated rates, not on these rows.
